# Screening results from PubChem BioAssay.
# HCMV antiviral = inhibitors of human cytomegalovirus; 410,000 tested, 4.5% active; HFF cells, HCMV-luciferase reporter, 72 h; hits give low values; activity change, negative = inhibition, % at 57.5 µM; AID 1259415; in the data active means activity change below about -60%; inconclusive means no clear call, values can overlap the other calls; inactive means above about -39%
#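 Steps: HFFs plated, 16 h 37C; compounds added; HCMV-luciferase added to MOI 1 PFU/cell; 72 h 37C; OneGlo reagent, 5 min room temperature; luminescence read, normalized to controls.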
# AmpC detergent = blocks E. coli AmpC beta-lactamase in detergent assay; AID 485294; P00811; AmpC hydrolysis of nitrocefin, absorbance 480 nm, 0.01% Triton; 370,000 tested, 0.041% active; Potency, µM (top dose mostly 114 µM), for the others: at the highest dose activity change, negative = inhibition, hits mostly inhibitors;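 further: potency means the concentration at half of the fitted maximal effect; 0% = no-compound wells and -100% = no-enzyme wells; nearly all actives have a fitted effect of over 25% in size; some results filed as inactive show a strong effect at the top dose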
# Target sequence (P00811 whole entry, looked up): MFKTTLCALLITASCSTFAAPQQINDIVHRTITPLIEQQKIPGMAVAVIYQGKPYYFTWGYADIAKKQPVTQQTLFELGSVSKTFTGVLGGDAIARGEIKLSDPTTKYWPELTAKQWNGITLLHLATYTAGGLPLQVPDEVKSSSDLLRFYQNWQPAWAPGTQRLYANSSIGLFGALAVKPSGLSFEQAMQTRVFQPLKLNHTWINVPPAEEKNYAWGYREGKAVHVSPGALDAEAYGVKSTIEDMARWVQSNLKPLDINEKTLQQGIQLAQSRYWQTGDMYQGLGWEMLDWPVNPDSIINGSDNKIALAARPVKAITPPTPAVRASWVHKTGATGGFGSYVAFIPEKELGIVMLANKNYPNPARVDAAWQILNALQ
#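 20 mM phosphate pH 7.0 + 0.01% (detergent screen) or 0.0001% Triton X-100; 5.3 nM AmpC reagent; cpd preinc 15 min RT; nitrocefin (800 uM stock) to start; A480 q20 s × 4 min; Activity was normalised to no-enzyme and no-compound control wells.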
# TbPYK inhibitor = blocks Trypanosoma brucei pyruvate kinase | Q57TT1 | TbPYK enzyme, Kinase-Glo Plus ATP luminescence, 45 min | Potency, µM (titrated, usually from 76.8 µM), inactives show at the highest dose activity, negative = inhibition, most hits filed as inhibitors | 410,000 tested, 0.12% active | AID 624173; further: potency means the concentration at half of the fitted maximal effect; nearly all actives have a fitted effect of over 50% in size
#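 ADP (130 uM final) triggers the TbPYK reaction after compound addition; incubation is 45 min at room temperature. Kinase-Glo Plus is then added and luminescence imaged. Normalized data are fitted to concentration-effect curves.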
# AmpC inh no detg = blocks E. coli AmpC beta-lactamase in detergent-free assay; P00811; AmpC nitrocefin hydrolysis, absorbance 480 nm, 0.0001% Triton; AID 485341; 330,000 tested, 0.52% active; Potency, µM (doses to about 57.1 µM), for inactives: at the top dose activity change, negative = inhibition, hits mostly inhibitors;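 further: potency means the concentration at half of the fitted maximal effect; plate controls were no compound for no effect and no enzyme for full effect; nearly all actives have a fitted effect of over 20% in size; some results filed as inactive show a strong effect at the top dose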
#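 20 mM phosphate pH 7.0 + 0.01% (detergent screen) or 0.0001% Triton X-100; 5.3 nM AmpC reagent; cpd preinc 15 min RT; nitrocefin (800 uM stock) to start; A480 q20 s × 4 min; Activity was normalised to no-enzyme and no-compound control wells.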
# Sm TGR inh = S. mansoni TGR enzyme inhibition; Q962Y6; purified TGR, DTNB reduction, TNB absorbance 405 nm; Potency, µM (series often up to 114 µM), without a hit: at the top dose activity change, negative = inhibition, hits mostly inhibitors; 360,000 tested, 3% active; further: potency means the concentration at half of the fitted maximal effect; nearly all actives have a fitted effect of over 60% in size
#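 Kinetic colorimetric format: TGR-catalysed, NADPH-driven DTNB reduction monitored via TNB absorbance. Enzyme dispensed at 20 nM; compound exposure 15 min at room temperature before reaction start.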
# AMA1-RON2 inh = disrupts binding of P. falciparum AMA1 to RON2. Potency, µM (series often up to 58.2 µM), for inactives: at the top dose activity change, negative = inhibition, most hits filed as inhibitors. 360,000 tested, 0.2% active. AlphaScreen AMA1-biotinylated RON2 peptide binding. AID 720542;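 further: potency means the concentration at half of the fitted maximal effect; 0% = vehicle wells and -100% = peptide control; nearly all actives have a fitted effect of over 45% in size; some results filed as inactive show a strong effect at the top dose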
#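 AMA1 (3D7) with his tag at 25 nM final met compounds first, then biotinylated RON2 peptide at 25 nM; detection used donor plus acceptor beads, 10 µg/mL apiece, read by AlphaScreen after 30 min at room temperature.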
# LmPK inhibitor = LmPK (Leishmania mexicana) enzyme inhibition; Q27686; purified LmPK, Kinase-Glo ATP luminescence, 1 h; Potency, µM (series often up to 57.5 µM), for the others: top-dose activity change, negative = inhibition, actives largely listed as inhibitors; 290,000 tested, 0.37% active; AID 1721; further: potency means the concentration at half of the fitted maximal effect
# Target sequence (Q27686 whole entry, looked up): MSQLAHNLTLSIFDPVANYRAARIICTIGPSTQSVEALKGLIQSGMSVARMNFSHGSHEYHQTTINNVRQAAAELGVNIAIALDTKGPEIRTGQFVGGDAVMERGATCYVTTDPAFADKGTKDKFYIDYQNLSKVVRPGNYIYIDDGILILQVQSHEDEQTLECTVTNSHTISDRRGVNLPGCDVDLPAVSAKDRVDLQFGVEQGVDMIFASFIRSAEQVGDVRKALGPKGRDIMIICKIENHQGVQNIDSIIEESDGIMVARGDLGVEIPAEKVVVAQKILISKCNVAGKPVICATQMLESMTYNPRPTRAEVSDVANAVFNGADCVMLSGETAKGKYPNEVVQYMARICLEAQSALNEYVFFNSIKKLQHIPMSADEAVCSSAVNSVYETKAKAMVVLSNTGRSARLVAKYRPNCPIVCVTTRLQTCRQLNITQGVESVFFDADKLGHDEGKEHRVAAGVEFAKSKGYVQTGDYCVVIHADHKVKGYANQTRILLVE
#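 Purified LmPK (0.1 nM) with 0.5 mM PEP and 0.1 mM ADP in imidazole buffer pH 7.2 with MgCl2/KCl, 1 h at room temperature. ATP formed was read by luciferase luminescence and normalized to no-enzyme and uninhibited controls.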
# An asterisk follows results filed as active; ? = inconclusive; · = not tested or not shown; [ ] = remark or other dose. Unless noted, the call rests on the fitted dose curve; in most records, active means well fitted curve in the direction sought with a large enough effect; inconclusive means small, poorly fitted or top-dose-only effect, or another doubt; inactive means no such curve, though single readings can be large; an effect the other way counts as inactive or inconclusive. Unless noted, on the % scale 0 is the no-effect control and ±100 the full control effect. Rows were taken by chance; about 7.4% have a hit in one of these screens.
SMILES,HCMV antiviral,AmpC detergent,TbPYK inhibitor,AmpC inh no detg,Sm TGR inh,AMA1-RON2 inh,LmPK inhibitor
CC(OC1=CC(=O)CCC1)C(=O)c1ccccc1 (centres undefined),-14,0%,6%,-11%,-7%,8%,-2%
O=C(NCCCN1CCOCC1)c1ccccc1N1C(=O)[C@@H]2Cc3c([nH]c4ccccc34)C(c3ccc(F)cc3)N2C1=O (some centres undefined),-8,-6%,3%,343%[activator],-3%,-26%,-3%
COC(=O)C1=C(C)Nc2nnnn2C1c1ccccc1Cl (centres undefined),?,-8%,-2%,-27%,-1%,6%,2%
COc1ccccc1CCNC(=O)c1ccc(Br)s1,-2,-1%,-6%,34%,-7%,-2%,-5%
Cc1ccc(C)c(OCc2cc(C(=O)NC3CCN(Cc4ccccc4)CC3)no2)c1,-85*,0%,9%,111%[activator],5%,-8%,9%
O=C(NCCc1ccccc1)c1cnc2ccccc2n1,56,3%,0%,-4%,-9%,-2%,0%
Cc1c(NC(=O)c2cc3nc(-c4ccccc4)cc(C)n3n2)c(=O)n(-c2ccccc2)n1C,59,-11%,-7%,4%,35%,5%,-2%
Brc1ccccc1OCCNCc1ccccc1,?,-1%,26%,-10%,-7%,-1%,-7%
O=C(NNc1ccc(Cl)cc1)C1CCC1,-13,2%,-2%,-11%,-26%,2%,1%
CCOC(=O)c1[nH]c2ccccc2c1NC(=O)c1ccc(S(=O)(=O)N(C)C)cc1,1,?,-2%,0%,0%,-5%,2%
COc1ccccc1NC(=O)NCCN1C(=O)C2C3C=CC(C3)C2C1=O (centres undefined),46,?,6%,-6%,-31%,-12%,12%
C=C(C)Cn1c(SCC(=O)Nc2ccccc2C)nc2sc3c(c2c1=O)CCCC3,17,-2%,2%,·,-4%,·,·
O=C(N/N=C/c1cccc(F)c1)c1c(O)c2c([nH]c1=O)CCCC2,120,-17%,-2%,-19%,-5%,-10%,-3%
CC(C)NC(=O)CCc1nc2cccnc2n1-c1ccccc1,-1,3%,-5%,-3%,5%,2%,-3%
Oc1c(Br)cc(Br)cc1CNc1cnc2ccccc2c1,8,3%,-3%,-40%,13µM*,10%,-1%

# Reformatted as labelled records: part of the list above
> Brc1ccccc1OCCNCc1ccccc1
  HCMV antiviral: ?	AmpC detergent: -1%	TbPYK inhibitor: 26%	AmpC inh no detg: -10%	Sm TGR inh: -7%	AMA1-RON2 inh: -1%	LmPK inhibitor: -7%
> O=C(NNc1ccc(Cl)cc1)C1CCC1
  HCMV antiviral: -13	AmpC detergent: 2%	TbPYK inhibitor: -2%	AmpC inh no detg: -11%	Sm TGR inh: -26%	AMA1-RON2 inh: 2%	LmPK inhibitor: 1%
> CCOC(=O)c1[nH]c2ccccc2c1NC(=O)c1ccc(S(=O)(=O)N(C)C)cc1
  HCMV antiviral: 1	AmpC detergent: ?	TbPYK inhibitor: -2%	AmpC inh no detg: 0%	Sm TGR inh: 0%	AMA1-RON2 inh: -5%	LmPK inhibitor: 2%
> COc1ccccc1NC(=O)NCCN1C(=O)C2C3C=CC(C3)C2C1=O (centres undefined)
  HCMV antiviral: 46	AmpC detergent: ?	TbPYK inhibitor: 6%	AmpC inh no detg: -6%	Sm TGR inh: -31%	AMA1-RON2 inh: -12%	LmPK inhibitor: 12%

# Other records follow:
SMILES,HCMV antiviral,AmpC detergent,TbPYK inhibitor,AmpC inh no detg,Sm TGR inh,AMA1-RON2 inh,LmPK inhibitor
COc1cccc(CNc2ccc3[nH]c(=O)[nH]c3c2)c1OCc1ccc(F)cc1,85,?,-6%,-26%,?,-17%,-2%
O=C(CSc1nnc(Cc2csc(Nc3cccc(Cl)c3)n2)o1)N1CCc2ccccc21,16,-12%,-21%,-37%,1%,-5%,7%
CCOC(=O)c1c(CN2CCN(C)CC2)oc2ccc(O)cc12,3,-11%,0%,-19%,-3%,-2%,0%
O=C(NCc1ccco1)c1ccc2c(c1)OCCO2,52,-4%,-1%,-3%,-20%,5%,-8%
COc1ccc(-c2ccnc3cc(C(=O)O)nn23)cc1,-12,-3%,2%,-10%,8%,-12%,5%
O=C(CN1CCOCC1)Nc1ccc(Br)cc1C(=O)c1ccccc1,-16,2%,2%,88%[activator],-1%,-4%,-2%
Cc1cc(F)ccc1-c1cc(C(=O)N2CCN(c3ccncc3)CC2)[nH]n1,-7,·,-10%,·,·,3%,·
O=C(CCS(=O)(=O)c1ccccc1)Nc1cccc(-c2nc3ccccc3s2)c1,34,-4%,5%,-23%,0%,-10%,-1%
CCn1ncc(/C=N\NC(=O)Cc2ccc([N+](=O)[O-])cc2)c1C,-22,-12%,0%,-22%,-10%,5%,-1%
Cc1ccccc1CN1c2ccccc2-c2nc(SCC(=O)c3ccccc3)ncc2S1(=O)=O,2,-4%,-1%,·,5%,·,·
CC(C)(C)C(=O)N1N=C(c2ccc(NS(C)(=O)=O)cc2)CC1c1cccs1 (centres undefined),?,-4%,-2%,-35%,-3%,0%,1%[11.5 µM]
Cc1cnc(CNC(=O)CC2C(=O)NCCN2Cc2ccccc2C(F)(F)F)cn1 (centres undefined),-18,2%,2%,47%,11µM*,47%[activator],1%
CC(C)(C)NC(=O)CSc1nc2ccc(Nc3nc(N4CCOCC4)nc(N4CCOCC4)n3)cc2s1,-66*,-3%,-11%,135%[activator],·,-13%,2%
Cc1ccc(C2=NC(C)(C)N=C2SCC(=O)Nc2ccc(Cl)cc2)cc1,-25,?,3%,81%[activator],?,-10%,1%
Cc1ccc(-c2csc(NC(=O)CSc3ncn(-c4ccccc4)n3)n2)cc1,11,?,-6%,?,-3%,8%,0%

# Part of the list above in order of molecular weight, high to low:
SMILES,HCMV antiviral,AmpC detergent,TbPYK inhibitor,AmpC inh no detg,Sm TGR inh,AMA1-RON2 inh,LmPK inhibitor
O=C(CCS(=O)(=O)c1ccccc1)Nc1cccc(-c2nc3ccccc3s2)c1,34,-4%,5%,-23%,0%,-10%,-1%
CC(C)(C)C(=O)N1N=C(c2ccc(NS(C)(=O)=O)cc2)CC1c1cccs1 (centres undefined),?,-4%,-2%,-35%,-3%,0%,1%[11.5 µM]
Cc1cc(F)ccc1-c1cc(C(=O)N2CCN(c3ccncc3)CC2)[nH]n1,-7,·,-10%,·,·,3%,·
CCOC(=O)c1c(CN2CCN(C)CC2)oc2ccc(O)cc12,3,-11%,0%,-19%,-3%,-2%,0%

# New compounds follow.
SMILES,HCMV antiviral,AmpC detergent,TbPYK inhibitor,AmpC inh no detg,Sm TGR inh,AMA1-RON2 inh,LmPK inhibitor
CS(=O)(=O)NCc1ccccc1Br,·,-2%,·,-22%,0%,·,·
COc1ccc(N2CCN(C(=O)CSc3nnc(C)c(=O)[nH]3)CC2)cc1,21,-1%,-6%,-28%,?,15%,21%
Cc1ccc(S(=O)(=O)NCCC(=O)NCC(c2cccs2)N(C)C)cc1C (centres undefined),-10,2%,-8%,-14%,-6%,4%,·
COc1cc(OC)c(NS(=O)(=O)c2ccc3c(c2)NC(=O)CO3)cc1Cl,-23,0%,-5%,-21%,-4%,-11%,2%
CCOC(=O)c1[nH]c(C)c(CCC(=O)N2CCN(c3cccc(OC)c3)CC2)c1C,4,20%,2%,·,8%,·,·
CC(C)CCCN1CCN=C1Nc1ccccc1,?,-11%,-5%,-25%,1%,1%,-8%
Cc1ccc(NC(=O)CN2C(=O)N/C(=C/c3ccc(C)o3)C2=O)cc1,-5,-9%,?,84%[activator],35µM*,-1%,7%
c1ccc(CN2CCN(Cc3ccc4c(c3)OCCO4)CC2)cc1,-6,-3%,0%,-14%,6%,-2%,2%
O=S(=O)(NCCc1ccncc1)c1ccc(S(=O)(=O)N2CCCCCC2)cc1,-39,?,2%,2%,-1%,-10%,3%
O=S(=O)(c1ccc(NCCCO)nc1)N1CCOCC1,-7,?,1%,-8%,4%,-5%,·
COC(=O)C(C(=O)OC)C1C=CCN(C(C)=O)C1 (centres undefined),4,·,3%,·,·,18%,·
COc1ccccc1NC(=O)CSc1nnc(CSc2nc(C)cc(C)n2)o1,-23,-2%,0%,8%,·,8%,0%
COC(=O)c1sc2nc3c(cc2c1N)COC(C)(C)C3,147,6%,1%,-6%,19%,0%,-2%
COc1ccc(NC(=O)c2ccsc2NC(C)=O)cc1,-17,-5%,7%,-10%,-10%,1%,-3%
CN(Cc1ccc(-n2cccn2)cc1)Cc1cn(C)nc1-c1ccccc1F,-19,-1%,-8%,63%[activator],-11%,3%,6%
COc1cc(NC(=O)CSc2nc(C)cc(C)n2)cc(OC)c1OC,35,-7%,4%,-11%,0%,-13%,1%
Cc1ccc(NCc2ccco2)cc1C,-9,-6%,-6%,-14%,-9%,?,-15%
COc1ccccc1NC(=O)C1CC(=O)N(c2ccc(F)cc2)C1 (centres undefined),-19,-12%,2%,-11%,3%,?,0%
O=C1CN(C(=O)c2ccccc2F)C(c2ccccc2)c2cc(F)ccc2N1 (centres undefined),32,-4%,-7%,-8%,-2%,3%,2%
O=C(NCC(c1ccco1)N1CCN(c2ccccc2)CC1)c1ccco1 (centres undefined),·,-14%,2%,-17%,2%,-17%,·
CCS(=O)(=O)N1CCC(C(=O)NCCN2CCOCC2)CC1,44,?,0%,-22%,-5%,9%,0%

# Part of the list above, with bars between the fields.
SMILES | HCMV antiviral | AmpC detergent | TbPYK inhibitor | AmpC inh no detg | Sm TGR inh | AMA1-RON2 inh | LmPK inhibitor
Cc1ccc(NCc2ccco2)cc1C | -9 | -6% | -6% | -14% | -9% | ? | -15%
COc1ccccc1NC(=O)C1CC(=O)N(c2ccc(F)cc2)C1 (centres undefined) | -19 | -12% | 2% | -11% | 3% | ? | 0%
O=C1CN(C(=O)c2ccccc2F)C(c2ccccc2)c2cc(F)ccc2N1 (centres undefined) | 32 | -4% | -7% | -8% | -2% | 3% | 2%
